Assay outcomes deposited in PubChem by National Center for Advancing Translational Sciences (NCATS).
PLK1 PBD inh – inhibitors of human PLK1 polo-box domain binding; Plk1 PBD binding of FITC phosphopeptide, fluorescence polarization; Potency, µM, for the others: max response, negative = inhibition, actives largely listed as inhibitors; AID 720504; 360,000 tested, 2.8% active; further: potency means the concentration at half of the fitted maximal effect; series mostly up to about 57 µM; on the % scale 0 is the no-effect control and ±100 the full control effect; nearly all actives have a fitted effect of over 65% in size
Target sequence (P53350 whole entry, looked up, the tested form may be a part): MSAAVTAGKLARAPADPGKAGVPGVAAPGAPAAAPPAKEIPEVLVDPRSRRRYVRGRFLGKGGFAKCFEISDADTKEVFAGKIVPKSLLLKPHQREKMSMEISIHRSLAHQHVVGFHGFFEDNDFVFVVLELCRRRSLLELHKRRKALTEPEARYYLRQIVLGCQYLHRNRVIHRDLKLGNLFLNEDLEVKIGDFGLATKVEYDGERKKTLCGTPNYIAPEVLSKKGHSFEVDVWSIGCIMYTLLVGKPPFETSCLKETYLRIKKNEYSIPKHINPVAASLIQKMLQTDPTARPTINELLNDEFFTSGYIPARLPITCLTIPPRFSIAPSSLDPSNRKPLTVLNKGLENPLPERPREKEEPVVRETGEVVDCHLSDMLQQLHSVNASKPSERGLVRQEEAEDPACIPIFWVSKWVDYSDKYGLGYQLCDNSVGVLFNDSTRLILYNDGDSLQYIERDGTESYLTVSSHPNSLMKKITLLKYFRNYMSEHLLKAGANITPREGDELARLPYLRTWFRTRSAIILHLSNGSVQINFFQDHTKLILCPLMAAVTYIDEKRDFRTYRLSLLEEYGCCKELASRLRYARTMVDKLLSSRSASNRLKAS
Mm-Cpn inhibitor – inhibitors of Methanococcus maripaludis chaperonin (MmCpn); purified Mm-Cpn ATPase, ADP Transcreener TR-FRET; Potency, µM (titrated, usually from 76.9 µM), for the others: at the highest dose activity, negative = inhibition, most hits filed as inhibitors; 330,000 tested, 0.031% active; further: potency means the concentration at half of the fitted maximal effect; on the % scale 0 is the no-effect control and ±100 the full control effect; nearly all actives have a fitted effect of over 80% in size
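Inhibition of chaperonin ATP hydrolysis is measured as reduced ADP production, detected by competitive TR-FRET in which signal falls with ADP. Final enzyme 25 nM and ATP 10 uM, reacted 30 min at 37°C.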
EPAC1 antagonist – antagonists of human EPAC1; O95398; EPAC1 GEF assay, Rap1b-BODIPY-GDP exchange fluorescence; Potency, µM (titrated, usually from 115 µM), inactives show at the highest dose activity change, negative = inhibition, hits mostly inhibitors; 360,000 tested, 0.14% active; AID 720709;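 further: potency means the concentration at half of the fitted maximal effect; plate controls were vehicle for no effect and positive control for full effect; nearly all actives have a fitted effect of over 50% in size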
CCT chaperon mod – changes cytosolic chaperonin activity | purified chaperonin ATPase assay, HTRF ADP detection, 30 min | activity change, % (concentration not given with the values), hits read low | 360,000 tested, 0.3% active | AID 651819; in the data active means activity change below about -30%; further: on the % scale 0 is the no-effect control and ±100 the full control effect
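Enzyme 40 or 20 nM (batch-dependent) in Tris pH 7.4/KCl/MgCl2/DTT; cpd 76 uM single point; ATP 10 uM; 30 min 37 °C; Transcreener ADP HTRF detection, 30 min RT; ratio 665/615.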
PI5P4Ka inh – blocks human PI5P4K alpha kinase activity; PI5P4Kalpha enzyme, ADP-Glo luminescence, 60 min; active compounds read low; AID 652105; max response, %; 330,000 tested, 1.2% active; P48426; active means max response of -50% or lower; inconclusive means between -30% and -50%; inactive means -30% or higher; further: value at the top dose of about 77 µM; on the % scale 0 is the no-effect control and ±100 the full control effect
Target sequence (P48426 whole entry, looked up): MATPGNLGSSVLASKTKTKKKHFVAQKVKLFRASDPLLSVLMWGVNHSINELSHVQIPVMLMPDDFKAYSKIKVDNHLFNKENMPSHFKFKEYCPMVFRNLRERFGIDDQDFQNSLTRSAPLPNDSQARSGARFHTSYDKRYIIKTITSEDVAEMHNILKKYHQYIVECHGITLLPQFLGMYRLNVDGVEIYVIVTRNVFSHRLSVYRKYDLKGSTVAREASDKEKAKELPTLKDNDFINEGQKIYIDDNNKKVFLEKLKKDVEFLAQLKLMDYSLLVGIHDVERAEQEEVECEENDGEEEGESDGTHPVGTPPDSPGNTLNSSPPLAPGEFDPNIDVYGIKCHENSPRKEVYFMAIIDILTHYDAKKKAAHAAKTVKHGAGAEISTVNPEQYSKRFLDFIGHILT
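ADP-Glo luminescence end-point after a 60 min room-temperature kinase reaction. PI5P4Kalpha and substrate in HEPES pH 7.4 buffer with EGTA, 0.1% CHAPS and 5% DMSO; ATP at 5 microM final.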
EPAC1 agonist – EPAC1 (human) agonism; Potency, µM (highest dose often 154 µM), without a hit: at the highest dose activation, usual class: activators; AID 720707; 360,000 tested, 0.073% active; EPAC1 agonist qHTS, biochemical assay; response scale: 100% = response to 6.5 mM cAMP; further: potency means the concentration at half of the fitted maximal effect; nearly all actives have a fitted effect of over 60% in size
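Nucleotide exchange by EPAC1 (100 nM) on Rap1B–BODIPY-GDP (250 nM) in the presence of 50 uM GDP is tracked fluorescently at 480/540 nm over 30 min. Signals are normalized to a 6.5 mM cAMP control.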
EPAC2 antag – blocks human EPAC2 exchange factor; EPAC2 GEF exchange of Rap1B-BODIPY-GDP, fluorescence; Potency, µM (top dose mostly 114 µM), for inactives: at the highest dose activity, negative = inhibition, most hits filed as inhibitors; 360,000 tested, 0.18% active; AID 720708; further: potency means the concentration at half of the fitted maximal effect; on the % scale 0 is the no-effect control and ±100 the full control effect; nearly all actives have a fitted effect of over 45% in size; many of its hits are not listed in these tables
WRN inhibitor – WRN helicase (human) inhibition | Q14191 | WRN helicase unwinding, fluorescent forked duplex, kinetic | Potency, µM (top dose mostly 114 µM), without a hit: at the highest dose activity change, negative = inhibition, most hits filed as inhibitors | 360,000 tested, 0.46% active | AID 651768; further: potency means the concentration at half of the fitted maximal effect; on the % scale 0 is the no-effect control and ±100 the full control effect; nearly all actives have a fitted effect of over 55% in size
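Enzyme (20 nM final) and test compound sit together 15 min at room temperature before substrate addition. Substrate is a single-forked duplex oligonucleotide (100 nM) labelled with fluorophore and quencher, with 2 mM ATP; helicase unwinding raises red fluorescence, read kinetically.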
The depositor's hits bear a star; ? = inconclusive; · = no result given; [ ] = remark or other dose. Unless noted, the call rests on the fitted dose curve; in most records, active means well fitted curve in the direction sought with a large enough effect; inconclusive means small, poorly fitted or top-dose-only effect, or another doubt; inactive means no such curve, though single readings can be large; an effect the other way counts as inactive or inconclusive. These rows are one share of the data; the hit share may differ from the screen's.

Below each SMILES: PLK1 PBD inh	Mm-Cpn inhibitor	EPAC1 antagonist	CCT chaperon mod	PI5P4Ka inh	EPAC1 agonist	EPAC2 antag	WRN inhibitor
1. Cc1ccc(CNC(=O)c2cc3c(s2)CN(Cc2ccccc2)C3)cc1
  -12%	-6%	-8%	-1.0	-4	2%	12%	-6%
2. Cc1cccc(C(=O)NNC(=O)c2c(-c3ccccc3Cl)noc2C)c1O
  -5%	-18%	18%	-0.9	3	10%	0%	8%
3. CCOc1cc(Cl)c(NC(=O)CC)cc1OCC
  6%	-1%	-17%	-1.7	-2	4%	-1%	-1%
4. Cc1nnc(NC(=O)c2cccc(S(=O)(=O)N3CC(c4ccccc4)CC3=O)c2)s1 (stereo not drawn)
  -11%	1%	5%	-2.9	1	4%	-2%	-2%
5. Cc1ccc2nc(C)cc(C(=O)N3CCCC(CO)(Cc4ccccc4C)C3)c2c1 (stereo not drawn)
  -5%	4%	-29%	-2.0	-5	0%	-1%	-8%
6. COc1cc(OC)cc(C(=O)O/N=C(\N)c2ccncc2)c1
  2%	1%	4%	-0.1	1	0%	22%	-3%
7. Cc1nc(C)c(C(=O)C2=C(O)C(=O)N(CCCn3ccnc3)C2c2ccc(Cl)cc2)s1 (stereo not drawn)
  -7%	1%	10%	-4.8	-8	0%	6%	-16%
8. COc1ccccc1CC(=O)NCCc1ccccc1
  -25%	-1%	?	-0.5	-1	7%	-5%	-9%
9. C/C(CCc1oc2ccc(Br)cc2c1-c1ccc(C)o1)=N/O
  -10%	2%	-4%	-2.9	23	7%	2%	-13%
10. COc1ccc([C@@H]2C=C(C(=O)O)O[C@H](OCCCCO)C2)cc1
  -4%	1%	4%	0.1	-1	-31%[inhibitor]	19%	3%
11. Cc1noc(C)c1S(=O)(=O)N(CC(=O)NC1CCCC1)c1ccc(C(C)C)cc1
  4%	13%	-24%	0.6	-1	2%	2%	3%
12. CCOC(=O)C(C(=O)OCC)C(=O)c1cccc2ccc3ccccc3c12
  -8%	·	5%	1.7	4	11%	-29%	0%
13. Cc1[nH]n(-c2ccccc2)c(=S)c1C=Nc1cccc([N+](=O)[O-])c1
  3.4µM*	2%	0%	-1.0	-105*	0%	1%	-19%[57.1 µM]
14. Cc1cccc(NC(=O)/C=C/c2ccc3c(c2)OCO3)n1
  -13%	-2%	-16%	-5.7	-2	-2%	-10%	-25%
15. Cc1cccc(-n2c(SCC(=O)N3CCN(c4ccccn4)CC3)nnc2N2CCOCC2)c1
  -6%	2%	2%	-0.8	-1	8%	12%	6%
16. O=C(NNC(=O)c1cc2ccccc2o1)c1ccncc1
  1%	3%	5%	0.3	2	2%	-2%	4%
17. C[C@H](CO)N1C[C@H](C)[C@@H](CN(C)C(=O)C2CCOCC2)Oc2ncc(Br)cc2C1=O
  5%	·	-5%	-1.8	-2	-3%	?	6%
18. O=C(CC1C(=O)NCCN1Cc1cccc(F)c1F)NCCCC1CCCC1 (stereo not drawn)
  -19%	-1%	13%	-1.0	-2	-13%	-1%	-4%
19. C[C@@H]1CN([C@@H](C)CO)S(=O)(=O)c2ccc(Br)cc2O[C@@H]1CN(C)Cc1cccnc1
  1%	·	13%	-0.8	-8	-26%	0%	1%
20. Cc1ccc(S(=O)(=O)NC2=NCN(C(C)C)CN2)cc1
  2%	1%	-29%	2.9	6	2%	0%	-6%

9 entries from above, sorted by molecular weight, low to high:
Below each SMILES: PLK1 PBD inh	Mm-Cpn inhibitor	EPAC1 antagonist	CCT chaperon mod	PI5P4Ka inh	EPAC1 agonist	EPAC2 antag	WRN inhibitor
8. COc1ccccc1CC(=O)NCCc1ccccc1
  -25%	-1%	?	-0.5	-1	7%	-5%	-9%
3. CCOc1cc(Cl)c(NC(=O)CC)cc1OCC
  6%	-1%	-17%	-1.7	-2	4%	-1%	-1%
14. Cc1cccc(NC(=O)/C=C/c2ccc3c(c2)OCO3)n1
  -13%	-2%	-16%	-5.7	-2	-2%	-10%	-25%
13. Cc1[nH]n(-c2ccccc2)c(=S)c1C=Nc1cccc([N+](=O)[O-])c1
  3.4µM*	2%	0%	-1.0	-105*	0%	1%	-19%[57.1 µM]
1. Cc1ccc(CNC(=O)c2cc3c(s2)CN(Cc2ccccc2)C3)cc1
  -12%	-6%	-8%	-1.0	-4	2%	12%	-6%
11. Cc1noc(C)c1S(=O)(=O)N(CC(=O)NC1CCCC1)c1ccc(C(C)C)cc1
  4%	13%	-24%	0.6	-1	2%	2%	3%
7. Cc1nc(C)c(C(=O)C2=C(O)C(=O)N(CCCn3ccnc3)C2c2ccc(Cl)cc2)s1 (stereo not drawn)
  -7%	1%	10%	-4.8	-8	0%	6%	-16%
15. Cc1cccc(-n2c(SCC(=O)N3CCN(c4ccccn4)CC3)nnc2N2CCOCC2)c1
  -6%	2%	2%	-0.8	-1	8%	12%	6%
17. C[C@H](CO)N1C[C@H](C)[C@@H](CN(C)C(=O)C2CCOCC2)Oc2ncc(Br)cc2C1=O
  5%	·	-5%	-1.8	-2	-3%	?	6%

Additional records:
Below each SMILES: PLK1 PBD inh	Mm-Cpn inhibitor	EPAC1 antagonist	CCT chaperon mod	PI5P4Ka inh	EPAC1 agonist	EPAC2 antag	WRN inhibitor
21. CCOc1ccccc1NC(=O)C1CCN(S(=O)(=O)c2ccc(OC)c(OC)c2)CC1
  -10%	1%	21%	0.3	·	6%	11%	-1%
22. Cc1c(C(=O)OC(C)C)sc(NC(=O)c2cccnc2)c1C#N
  ?	-2%	3%	0.2	-2	-3%	0%	-16%
23. CC(C)Oc1ccc(C(=O)NC2=NCCS2)cc1
  27µM*	2%	-16%	-1.4	?	3%	8%	-33%
24. CC(=O)C[C@@H]1SC[C@H](c2ccccc2)N1S(=O)(=O)c1ccc(C)cc1
  -17%	·	-10%	·	7	13%	?	3%
25. CCOC(=O)c1cnn(-c2nc(-c3ccccc3)cs2)c1C(F)(F)F
  -4%	-3%	-14%	1.1	11	14%	?	-7%[57.1 µM]
26. NC(=O)N1N=C2/C(=C/c3ccccc3)CCCC2C1c1ccccc1 (stereo not drawn)
  -3%	0%	-3%	0.5	-3	13%	-28%	6%
27. O=C(c1ccc(S(=O)(=O)N2CCOCC2)cc1)N1CCN(c2ccccc2F)CC1
  -4%	-1%	1%	-2.2	·	1%	0%	4%
28. CC(=O)N(CCC1(C(C)C)CCOC(C)(C)C1)C(C)c1cccs1 (stereo not drawn)
  2%	2%	3%	-0.6	-6	-6%	-12%	-9%
29. COc1ccc(N=Nc2ccc(O)c3ncccc23)cc1
  -4%	2%	8%	1.1	-3	-6%	-9%	1%
30. COc1ccc(NC(=O)CSc2nnc(Cn3cnc4ccccc43)n2C)cc1
  -2%	-2%	6%	-4.7	0	-3%	3%	2%
31. O=C(NC1CCCCC1)C(c1ccc2ncccc2c1)N(Cc1ccccc1)C(=O)c1ccc2c(c1)OCCO2 (stereo not drawn)
  -3%	0%	-6%	0.9	·	14%	0%	-1%[57.1 µM]
32. CCC1OC23CCCCC2C(C#N)(C(=N)O3)C1(C#N)C#N (stereo not drawn)
  -7%	-4%	13%	1.7	-7	2%	?	-10%
33. N/C(=N\S(=O)(=O)c1cc(C(F)(F)F)cc(C(F)(F)F)c1)c1cccs1
  -2%	4%	-12%	1.3	13	-11%	?	-12%
34. CN(C(=O)COC(=O)c1cccnc1Nc1ccccc1F)C1CCS(=O)(=O)C1 (stereo not drawn)
  -13%	0%	-3%	2.1	7	2%	-2%	-1%
35. CN1C(=O)CC(C(=O)O)SC1=Nc1cc(Cl)c(O)c(Cl)c1 (stereo not drawn)
  -11%	0%	0%	-1.6	?	0%	-3%	-16%
36. O=C1[C@H](Cc2ccccc2)NCCCC[C@H](c2ccc(Cl)cc2)N1Cc1ccc(Cl)cc1
  3%	·	4%	-1.4	38	-3%	-7%	6%
37. CCN1C(=O)c2ccccc2S(=O)(=O)c2ccc(C(=O)NCCCN(CC(C)C)CC(C)C)cc21
  -1%	2%	-14%	-1.8	4	-24%	-19%	1%
38. O=C(COC(=O)CNC(=O)c1cccc([N+](=O)[O-])c1)NCc1ccco1
  -8%	-4%	-16%	-2.1	1	-3%	-1%	-1%
39. O=C(Nc1cccn2ncnc12)c1ccc(Cl)cc1Cl
  -5%	1%	8%	-4.3	-3	2%	13%	4%
40. CCN(CC)c1ccc(-c2nnc(SCC(=O)N(CCOC)c3c(N)n(CC(C)C)c(=O)[nH]c3=O)o2)cc1
  -9%	-3%	-9%	0.4	-4	3%	2%	-4%

(cont.)
Below each SMILES: PLK1 PBD inh	Mm-Cpn inhibitor	EPAC1 antagonist	CCT chaperon mod	PI5P4Ka inh	EPAC1 agonist	EPAC2 antag	WRN inhibitor
41. O=C(CSc1ccccn1)N1CCCC(Nc2ccc(F)c(F)c2)C1 (stereo not drawn)
  -13%	1%	2%	-1.0	3	1%	10%	-31%
42. Cc1ccc(S(=O)(=O)N(C)C[C@@H]2Oc3ncc(C#CCC(C)C)cc3C(=O)N([C@H](C)CO)C[C@H]2C)cc1
  -8%	·	-25%	0.3	6	-17%	-2%	-12%
43. CCc1ccc(C(C(=O)NC2CCCC2)N(C(=O)/C=C/C(=O)Nc2cc(C)on2)c2ccccc2C)cc1 (stereo not drawn)
  1%	1%	-24%	0.2	5	-4%	-6%	8%
44. Cc1ccc(S(=O)(=O)NC2=NCN(CCOC(=O)c3ccc([N+](=O)[O-])cc3)CN2)cc1
  0%	0%	8%	1.9	·	-6%	17%	-1%
45. CCC(C)Nc1c2c(nc3c(-c4ccccc4)c(C)nn13)CCC2 (stereo not drawn)
  -3%	-1%	-10%	0.3	·	8%	-1%	-7%
46. Cc1cccc(N(CC(=O)NC(C)C)C(=O)CCC(=O)Nc2nccs2)c1
  -7%	0%	0%	-4.7	3	9%	-2%	-2%
47. O=C(NC1CS(=O)(=O)CC1NCc1ccco1)c1ccccc1 (stereo not drawn)
  1%	0%	11%	-0.2	-2	2%	0%	-3%
48. C=C1CCC[C@]2(C)C[C@H]3OC(=O)C(CN(Cc4ccc(OC)c(OC)c4)CC(C)O)[C@H]3CC12 (stereo partly drawn)
  -3%	0%	-2%	-0.6	-8	-4%	-9%	-3%
49. O=C1N/C(=N\N=C\c2cccnc2)SC1Cc1ccc(SC(F)F)cc1 (stereo not drawn)
  -22%	2%	4%	-1.3	3	-6%	1%[57.1 µM]	7%
50. CC(NC(=O)C1CCN(C(=O)c2cccs2)CC1)c1ccc(S(N)(=O)=O)cc1 (stereo not drawn)
  -11%	0%	2%	-1.7	0	6%	-1%	-1%
51. COc1cccc(-c2nnc(N(C)C(=O)C3CCOC3)s2)c1 (stereo not drawn)
  0%	1%	4%	-2.1	11	-5%	6%	-7%
